High-throughput results as filed in PubChem.
RXFP1 antagonist = antagonists of human relaxin receptor RXFP1; Q9HBX9; activity change, negative = inhibition, % at 57.5 µM; HEK293-RXFP1, relaxin-stimulated cAMP HTRF, 30 min; stronger effect = lower value; 0.59% of 350,000 active; AID 1259400;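 active = activity change of -60% or lower, but not beyond a set lower limit; inconclusive = change between -60% and -40%, or beyond the set limit; inactive = change above -40%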; also: % is scaled to controls: 0 for no effect and ±100 for the full control effect
D1 potentiator = enhances dopamine response at the human D1 receptor | HEK293 TREx D1 cells, calcium flux, dopamine EC20 potentiation | 0.036% of 360,000 active | P21728 | potentiation, % at 10 µM; in the data active = potentiation above about 30%; also: 0% is about no effect
Target sequence (P21728 whole entry, looked up): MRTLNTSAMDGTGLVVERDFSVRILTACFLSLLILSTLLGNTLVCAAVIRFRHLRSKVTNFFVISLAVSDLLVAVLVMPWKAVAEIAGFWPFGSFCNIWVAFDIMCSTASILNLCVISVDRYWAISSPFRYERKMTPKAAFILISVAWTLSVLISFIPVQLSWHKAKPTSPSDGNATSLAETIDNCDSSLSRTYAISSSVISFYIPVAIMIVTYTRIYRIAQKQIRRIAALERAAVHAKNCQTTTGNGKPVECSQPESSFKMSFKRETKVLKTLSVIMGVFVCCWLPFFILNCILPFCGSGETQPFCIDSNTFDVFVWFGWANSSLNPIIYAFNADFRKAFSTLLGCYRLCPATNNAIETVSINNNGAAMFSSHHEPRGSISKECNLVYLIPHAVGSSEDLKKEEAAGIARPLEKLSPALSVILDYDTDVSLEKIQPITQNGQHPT
Anesthetic bind = candidate novel general anesthetic via apoferritin binding | apoferritin/1-aminoanthracene competitive binding, fluorescence | Potency, µM (series often up to 77.5 µM), for inactives: at the top dose activity change, negative = displacement, actives largely listed as inhibitors | AID 485281 | 0.074% of 350,000 active; also: potency is read from the fitted curve at half-maximal effect; % is scaled to controls: 0 for no effect and ±100 for the full control effect; nearly all actives have a fitted effect of over 20% in size
Target sequence (P02791 2-175 limits assumed): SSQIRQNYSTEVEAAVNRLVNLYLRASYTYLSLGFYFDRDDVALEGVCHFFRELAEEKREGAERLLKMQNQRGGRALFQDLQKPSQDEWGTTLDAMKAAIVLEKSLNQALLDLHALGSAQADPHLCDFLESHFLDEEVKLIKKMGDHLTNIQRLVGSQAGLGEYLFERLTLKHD
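Probe: 1-aminoanthracene (50% saturated, PBS). Protein: horse-spleen apoferritin, 10 uM. Incubation: 10 min, room temperature. Detection: 380 nm excitation, 535 nm emission. Analysis: normalized response, four-parameter Hill.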
D2 potentiator = positively modulates the human D2 dopamine receptor allosterically | P14416 | HEK293 T-REx D2, calcium flux, EC20 dopamine potentiation | potentiation, % at 10 µM | 0.34% of 340,000 active | AID 485347;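 active = potentiation over 3 SD above the plate norm, cut at about 30% in these data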; also: 0% is about no effect
Target sequence (P14416 whole entry, looked up): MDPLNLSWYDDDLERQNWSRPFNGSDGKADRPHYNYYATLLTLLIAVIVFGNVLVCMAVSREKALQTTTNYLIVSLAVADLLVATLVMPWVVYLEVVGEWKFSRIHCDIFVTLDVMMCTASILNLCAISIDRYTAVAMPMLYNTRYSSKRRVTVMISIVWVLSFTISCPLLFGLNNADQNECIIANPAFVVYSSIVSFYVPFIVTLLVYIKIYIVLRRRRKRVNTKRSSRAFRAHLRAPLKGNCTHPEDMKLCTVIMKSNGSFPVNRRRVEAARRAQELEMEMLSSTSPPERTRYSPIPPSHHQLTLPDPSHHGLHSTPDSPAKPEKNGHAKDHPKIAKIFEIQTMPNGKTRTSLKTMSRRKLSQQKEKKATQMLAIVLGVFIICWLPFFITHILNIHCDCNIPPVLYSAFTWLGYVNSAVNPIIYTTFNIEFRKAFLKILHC
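Potentiation of an EC20 dopamine calcium response measured kinetically over 180 s, after a preceding 180 s compound-only read flagging agonists. Cells: inducible Hek293 Trex D2 line, 4000/well, cultured overnight at 30 C before dye loading.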
D1 antag = antagonists of human D1 dopamine receptor | activity change, negative = inhibition, % at 10 µM | HEK293 TREx D1 cells, calcium flux, dopamine EC80; stronger effect = lower value | P21728 | AID 504652 | 3.2% of 360,000 active; in the data active = activity change below about -30%; also: % is scaled to controls: 0 for no effect and ±100 for the full control effect
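Calcium flux readout: force-coupled, inducible Hek293 Trex D1 line, cells induced overnight at 30 C with tetracycline, dye-loaded 30–90 min at RT. Antagonism scored against EC80 dopamine challenge given 180 s after compound.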
D1 ag = agonists of human D1 dopamine receptor | 1% of 360,000 active | P21728 | HEK293 T-REx D1 cells, calcium flux, agonist mode | AID 504660 | activation, % at 2 µM; in the data active = activation above about 30%; also: 0% is about no effect
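Inducible HEK293 T-REx D1 cells, force-coupled to calcium signalling, were plated at 4000 cells/well with tetracycline and held overnight at 30 C. After no-wash calcium dye loading, compound-evoked calcium rise over 180 s flagged agonists.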
TRHR agonist = agonists of human TRH receptor | P34981 | TRHR cells, calcium flux fluo-8, FDSS agonist mode | activation, % at 2 µM | 0.18% of 360,000 active | AID 493084; in the data active = activation above about 30%; also: 0% is about no effect
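Agonist-mode FDSS calcium read (Ex 480/Em 530, 1 s cycles) in 1536-well TRHR cells with fluo-8 dye, after 10-cycle baseline and 23 nL compound addition; TRH at EC20 (10 nM final) added afterwards for the enhancer phase.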
RXFP1 agonist = activates the human relaxin receptor RXFP1; 0.3% of 370,000 active; Q9HBX9; HEK293T-RXFP1 cAMP TR-FRET, 30 min; response scale: percent of porcine relaxin response, buffer zero; Potency, µM (highest dose often 57.5 µM), for inactives: top-dose activation, usual class: activators; also: potency is read from the fitted curve at half-maximal effect; % is scaled to controls: 0 for no effect and ±100 for the full control effect; nearly all actives have a fitted effect of over 60% in size; many of its hits are not listed in these tables
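HEK293T cells stably expressing RXFP1 were pretreated with the PDE4 inhibitor Ro 20174, exposed to compounds for 30 min at 37C, lysed, and cAMP was read by TR-FRET. Data normalized to buffer (basal) and 29 nM porcine relaxin (100%).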
TRHR PAM = allosterically enhances the human TRH receptor; TRHR cells, fluo-8 calcium fluorescence, EC20 TRH enhancement; 0.66% of 360,000 active; enhancement, % at 2 µM; in the data active = enhancement above about 30%; also: 0% is about no effect
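TRHR-expressing cells loaded with fluo-8 calcium dye were read kinetically (ex 480/em 530) during compound addition, then stimulated with an EC20 of TRH (10 nM final). Enhancement of the Gq-mediated intracellular calcium response was scored.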
* hit, by the source's call; u = inconclusive; x = not tested or not shown; [ ] = another dose, or the depositor's remark. Unless noted, calls follow the shape of the dose curve; as a rule, active = well fitted curve in the direction sought with a large enough effect; inconclusive = small, poorly fitted or top-dose-only effect, or another doubt; inactive = no such curve, though single readings can be large; an effect the other way counts as inactive or inconclusive. Not all compounds are listed; the hit share may differ from the screen's.

Structure	RXFP1 antagonist	D1 potentiator	Anesthetic bind	D2 potentiator	D1 antag	D1 ag	TRHR agonist	RXFP1 agonist	TRHR PAM
CC(C)(C)C1CCC(=NNC(=O)CN(c2ccccc2)S(=O)(=O)c2ccccc2[N+](=O)[O-])CC1 (stereo unspecified)	-1	1	6%	9	13	3	-0.5	-0.3%	4
COc1ccc(-c2cc(=Nc3c(C)n(C)n(-c4ccccc4)c3=O)c3ccccc3o2)cc1	-6	7	-10%	-6	-1	2	-0.4	0.3%	4
O=C(CCS(=O)(=O)c1ccc(F)cc1)Nc1ccc(N2CCN(Cc3ccccc3)CC2)cc1	2	4	x	7	1	6	1.2	0.8%	-1
O=C(O)c1ccc2c(c1)-c1nc3ccccc3n1C2=O	-2	2	-10%	x	-1	0	1.0	-1.5%	-3
Cc1ccc(S(=O)(=O)Oc2ccc(/C=C(/NC(=O)c3ccccc3)C(=O)NC(C)C(=O)O)cc2)cc1 (stereo unspecified)	2	12	-1%	-5	-10	1	0.1	0.5%	3
CCNC(=O)C1CC(=O)N(c2ccc(Br)cc2)C1 (stereo unspecified)	0	6	-6%	0	-3	1	-0.3	2.0%	-4
COCCN1CCC(CNCc2c(C(=O)N3CCCCC3)nc3c(C)cccn23)C1 (stereo unspecified)	5	-8	-12%	2	14	2	0.0	0.9%	-1
c1ccc(-c2nc(NCCCn3ccnc3)c3ccccc3n2)cc1	-12	-1	-6%	-9	-17	3	1.7	4.7%	-3
CCC(C)Nc1nc(N)c([N+](=O)[O-])c(Nc2ccccc2OC)n1 (stereo unspecified)	-39	0	-18%	8	8	5	-0.4	1.6%	5
Cc1coc(NC(=O)CSc2nc(-c3ccc(Cl)cc3)cc(C(F)(F)F)c2C#N)n1	0	0	-9%	-9	x	8	4.2	17%	3
CC(=O)Nc1ccc(NC(=O)C(C)OC(=O)c2ccc(-n3cnnn3)cc2)cc1 (stereo unspecified)	-6	-4	x	10	-19	0	0.3	1.5%	0
COc1cccc2c(=O)ccoc12	10	5	-11%	x	15	5	-0.4	0.1%	-2
COC(=O)CCCC1=CC2=CC(=O)C(C)(OC(=O)c3cccs3)C(=O)C2=CN1CC1CC1 (stereo unspecified)	x	-3	5%	16	24	3	0.3	0.2%	1
CCOC(=O)c1ccc(N2C(=O)CC(Sc3ncccn3)C2=O)cc1 (stereo unspecified)	-1	0	-4%	-9	5	1	0.0	2.0%	-2
COc1cc(C(C(=O)NC(C)(C)C)N(Cc2ccccc2)C(=O)c2cnccn2)cc(OC)c1OC (stereo unspecified)	-17	12	-9%	-2	2	0	0.0	1.7%	-4
COC(=O)c1ccc(S(=O)(=O)N2CCN(CCO)CC2)n1C	-7	1	40%[activator]	3	28	4	-1.0	-1.3%	2
CCc1nnc(NC(=O)Cc2ccc(OC)cc2)s1	6	2	-16%	4	0	5	-0.1	1.1%	-1
CCCCCn1c(=N)c(S(=O)(=O)c2ccc(Cl)cc2)cc2c(=O)n3cccc(C)c3nc21	-3	-7	-4%	25	-4	2	0.3	3.9%	8
COc1cccc(OCc2cc(C(=O)N3CCCC3c3ccccn3)no2)c1 (stereo unspecified)	-5	10	u	-13	8	12	0.3	-3.8%	4
CC(=O)Oc1ccc(-c2cccc(C(=O)N3CCCCC3)c2)cc1	1	2	8%	10	-1	3	0.4	-0.1%	6
Cc1nn(C)cc1/C=N/O	31	-5	-2%	2	-6	2	0.0	1.9%	-1
CCCc1[nH]nc2c1C(c1cccc(OC)c1)C(C#N)=C(N)O2 (stereo unspecified)	2	-3	-1%	x	-26	-1	0.4	-0.8%	-5
Cc1cc(/C=C(\C#N)C(=O)O)c(C)n1CC(C)C	7	17	0%	5	13	7	-0.7	0.9%	-2
COc1ccc(NC(=S)N2CCCC(c3nc4ccc(C)cc4[nH]3)C2)cc1 (stereo unspecified)	3	-7	u	2	-21	-1	-1.0	3.7%	3
O=S(=O)(Nc1ccc(Cl)cc1)c1ccc(NS(=O)(=O)c2ccc3c(c2)OCCO3)cc1	-38	-2	-20%	-7	-11	61*	2.1	1.4%	3
NS(=O)(=O)c1ccc(NC(=O)CCC(=O)N2CCOCC2)cc1	-2	3	-8%	-8	3	0	1.0	1.8%	10
O=C1CC(c2nc(-c3ccc(Cl)cc3)no2)CN1c1ccc2c(c1)OCCO2 (stereo unspecified)	-5	-8	9%	-9	-10	13	1.1	-2.9%	3
CSCC[C@H](NC(=O)c1ccco1)c1nnc2ccccn12	9	-2	2%	4	-19	3	0.4	2.3%	-3
CCOc1ccc2[nH]c(=O)c(CN(CCO)C(=O)c3ccc(Br)cc3)cc2c1	-3	-5	1%	2	5	3	-0.6	0.2%	0
O=c1c(N2CCN(c3cccc(C(F)(F)F)c3)CC2)csc2ccc(Cl)cc12	-6	-2	-13%	-26	-11	8	0.8	0.6%	7

Compound profiles, as listed above. Order of screens: RXFP1 antagonist | D1 potentiator | Anesthetic bind | D2 potentiator | D1 antag | D1 ag | TRHR agonist | RXFP1 agonist | TRHR PAM
`CC(=O)Oc1ccc(-c2cccc(C(=O)N3CCCCC3)c2)cc1` is listed as 1 | 2 | 8% | 10 | -1 | 3 | 0.4 | -0.1% | 6
`COc1cccc2c(=O)ccoc12` is listed as 10 | 5 | -11% | x | 15 | 5 | -0.4 | 0.1% | -2
`CCc1nnc(NC(=O)Cc2ccc(OC)cc2)s1` is listed as 6 | 2 | -16% | 4 | 0 | 5 | -0.1 | 1.1% | -1
`COCCN1CCC(CNCc2c(C(=O)N3CCCCC3)nc3c(C)cccn23)C1` (stereo unspecified) is listed as 5 | -8 | -12% | 2 | 14 | 2 | 0.0 | 0.9% | -1

More records follow:
Structure	RXFP1 antagonist	D1 potentiator	Anesthetic bind	D2 potentiator	D1 antag	D1 ag	TRHR agonist	RXFP1 agonist	TRHR PAM
CC(=O)NC(NC(=S)Nc1ccccc1Br)C(Cl)(Cl)Cl (stereo unspecified)	-6	-7	-4%	0	1	-1	0.1	1.3%	-8
CCC(=O)N1CCc2cc(S(=O)(=O)CCC(=O)N3CCc4ccccc4C3)ccc21	1	-11	3%	-2	13	-1	-1.5	1.5%	-1
CCOc1c(Br)cc(C2C=C(C(=O)O)Nc3ncnn32)cc1OC (stereo unspecified)	x	-2	4%	16	-7	0	0.9	2.1%	6
COc1ccc(S(=O)(=O)N(C)CC(=O)NC2CCCC2)cc1Cl	-3	-3	-9%	16	6	0	-1.8	-0.2%	-4
COc1cccc(NC(=O)c2nc(S(C)(=O)=O)ncc2Cl)c1	u	-5	-6%	-1	-13	0	0.0	-3.1%	-2
Cc1ccc(N2C(=O)[C@@H]3CSC(c4ccc(Cl)cc4)N3C2=O)cc1 (stereo partly specified)	x	1	-2%	-19	-1	3	-0.3	8.2%	12
COc1ccc(CCNC(=O)Cn2c(=O)n(-c3ccc(C)c(C)c3)c(=O)c3c(C)c(C)sc32)cc1OC	-6	2	-4%	0	4	3	-0.5	-0.5%	-7
O=C(COc1ccc(S(=O)(=O)N2CCCCC2)cc1)NCc1cccnc1	12	-5	-6%	-11	10	1	0.2	1.3%	10
CCCCCC1CC1C(=O)N/N=C/c1ccc(N(C)C)cc1 (stereo unspecified)	-21	-3	u	21	4	1	-0.3	4.0%	-4
O=c1c(Cc2ccc(F)cc2)c(O)ccn1C1CCCCC1	8	-9	2%	8	-2	2	-0.9	-0.1%	1
Cc1cccc(NC(=O)COn2nnc3ccc(S(C)(=O)=O)cc32)c1	9	-3	-4%	-5	-4	3	0.1	-0.8%	-3
COc1ccc(NC(C)=[N+](C)CCNS(=O)(=O)c2ccc(Cl)cc2)cc1	3	5	-13%	4	6	0	-0.1	0.8%	17
O=C(C1CCCO1)N1CCC(c2nc3ccccc3[nH]2)CC1 (stereo unspecified)	12	-2	-13%	-2	-12	1	0.5	0.0%	0
O=C(CNC(=O)c1ccccc1)OCc1cc(=O)n2ccsc2n1	x	-6	-4%	0	16	2	0.1	u	-7
CCOc1ccc(S(=O)(=O)Nc2ccc(C(=O)NCC(C)(C)N3CCOCC3)cc2)cc1	-4	3	x	5	6	1	1.8	0.2%	4
CCSc1nnc(NC(=O)CSc2nnc(CNC(=O)c3ccccc3F)o2)s1	4	2	2%	1	-4	1	0.4	1.6%	19
CC(C)Oc1ccc(C(=O)CCN2CCCCC2)cc1	3	0	-9%	22	-4	3	3.9	0.7%	-1
COc1ccccc1CNC(=O)C12CC3CC(CC(C3)C1)C2	-1	-9	u	11	-15	-3	-1.3	0.1%	7
COc1ccc(Cl)cc1C(=O)NNC(=S)NC(=O)c1ccc(F)c(F)c1	-3	-2	-12%	-3	6	171*	24	15%	-12
COC(=O)C1CCN(C(=O)c2sc3nc(-c4ccccc4)cn3c2C)CC1	-8	-3	-4%	9	-11	1	-0.3	0.6%	8
O=C(/C=C/c1ccccc1Cl)Nn1cnc2ccccc2c1=O	-4	-4	0%	11	-2	3	-0.2	1.6%	3
CCCOc1ccc(-c2nnc(-c3ccco3)o2)cc1	-21	-6	-20%	-5	7	5	-1.9	1.9%	0
Cc1cc(C(=O)CN2C(=O)NC3(CCCc4ccccc43)C2=O)c(C)n1Cc1cccs1 (stereo unspecified)	3	-3	2%	-1	2	7	0.6	-0.4%	-4
COc1ccc(C(=O)NC(=S)Nc2ccc(NC(=O)c3ccco3)cc2)cc1[N+](=O)[O-]	x	-6	-11%	-1	-2	2	-0.2	2.5%	-1
CCOC(=O)c1cccc(NC(=O)Nc2ccc3c(c2)C(=O)OC3)c1	0	1	3%	-13	-11	2	0.2	0.0%	-4
O=S(=O)(NCc1ccccc1Cl)c1ccc(-n2cccn2)cc1	5	-3	u	9	-31*	9	-0.5	0.7%	-5
CN(CC(=O)Nc1cccc(F)c1)C(=O)/C=C/c1cc(Br)ccc1OC(F)F	-13	-5	x	-13	11	2	0.3	0.1%	3
O=C(N=C1c2ccccc2CN1c1cccc(Cl)c1)c1cccnc1	-3	-5	-17%	9	-12	4	-0.1	5.0%	4
O=C(NN1C(=O)C2C(C1=O)C1C=CC2C12CC2)c1cccc(Cl)c1 (stereo unspecified)	-10	-5	-9%	-11	5	5	-0.2	0.5%	-2
